Screening data as filed in PubChem BioAssay.
TRPC4 potent – allosterically enhances the mouse TRPC4 cation channel. actives 0.42% (n = 310,000). HEK293 TRPC4beta/mu-opioid, DAMGO EC20, Fluo-4 Ca2+ flux; active compounds read high. Q9QUQ5. B-score at 10 µM;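 active = B-score of calcium response area above 5 SD of library B-scores, with initial fluorescence ratio within 5 SD of library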;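 note: B-score of integrated fluorescence ratio over time as area under calcium response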
TRPC4 block – inhibitors of mouse TRPC4 channel; HEK293 TRPC4beta/mu-opioid, DAMGO-evoked Fluo4 calcium flux; active compounds read low; actives 0.39% (n = 300,000); AID 2247; B-score at 10 µM;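 active = B-score over 3 SD under the library average, no early fluorescence shift, positive overall ratio signal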
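Assay system: TRPC4beta/mu-opioid receptor HEK293 cell line; compound dosing: single concentration per test compound; detection: Fluo4 Ca2+ flux fluorescence; evaluation: per-well B score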
TRPC6 inh – mouse TRPC6 channel inhibition; Q61143; HEK293-TRPC6, membrane potential dye, ACh-evoked depolarization; active compounds read low; B-score at 10 µM; actives 1.1% (n = 310,000); AID 2553;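 active = B-score under library mean minus 3 SD, initial fluorescence not abnormally high, positive integrated signal ratio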;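 note: B-score derived from integrated fluorescence ratio over the kinetic read; more negative B-score means stronger inhibition of depolarization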
TRPC6 act – activators of mouse TRPC6 channel. actives 0.13% (n = 310,000). HEK293-TRPC6 membrane potential dye fluorescence; active compounds read high. AID 2550. B-score at 10 µM;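 active = B-score of the integrated fluorescence ratio above library mean plus 3 SD, and starting fluorescence ratio within library mean plus 5 SD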;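 note: higher score means more depolarization so channel activation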
TRPC4 agonist – activators of mouse TRPC4 channel; HEK293 TRPC4beta/mu-opioid, Fluo4 calcium fluorescence; active compounds read high; actives 0.49% (n = 310,000); B-score at 10 µM;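 active = B-score above 5 SD of library B-scores, and initial fluorescence ratio not above library mean plus 5 SD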;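 note: positive B-score marks a calcium rise read as TRPC4 activation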
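Incubation: 45 min room-temperature Fluo4 loading, 110 s read / System: HEK293 cells stably co-expressing mouse TRPC4beta and mu-opioid receptor / Signal: Fluo4 fluorescence, kinetic / Control set: buffer (low) and maximal DAMGO (high) / Measure: integrated baseline-normalised fluorescence ratio, converted to per-well B score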
KLF5 inh – kruppel-like factor 5 inhibition; inhibition, % at 5 µM; DLD-1 KLF5 promoter-luciferase reporter, luminescence; actives 0.23% (n = 290,000);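 active = inhibition above a per-plate limit of that plate's mean compound inhibition plus 3 SD, cut at about 60% in these data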;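 note: 0% = DMSO wells and 100% = LY294002 at 200 µM; higher means less KLF5 promoter-driven luciferase light; inactives centre near -14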
aSyn UTR inh – MLPCN primary screen, SNCA 5' untranslated region; alpha-synuclein 5'UTR reporter, inhibitor activity; inhibition, % (tested at 7.5 µM); actives 0.82% (n = 300,000); in the data active = inhibition above about 60%;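 note: H4 neuroglioblastoma cells stably carrying SNCA 5'UTR luciferase fusion; 0% = DMSO wells and 100% = positive control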
MrgX1 antag – human MrgX1 receptor antagonism, primary screen; Q96LB2; AID 588676; MRGX1-HEK293 calcium flux, Fluo-4, BAM8-22 antagonism; active compounds read low; B-score at 10 µM; actives 1.3% (n = 310,000);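 active = calcium-response B-score plate-corrected more than 3 library SD below zero, starting fluorescence within 5 deviations, no agonist response on first addition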;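 note: peak minus trough fluorescence over baseline after final BAM8-22 challenge near maximal dose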
Target sequence (Q96LB2 whole entry, looked up): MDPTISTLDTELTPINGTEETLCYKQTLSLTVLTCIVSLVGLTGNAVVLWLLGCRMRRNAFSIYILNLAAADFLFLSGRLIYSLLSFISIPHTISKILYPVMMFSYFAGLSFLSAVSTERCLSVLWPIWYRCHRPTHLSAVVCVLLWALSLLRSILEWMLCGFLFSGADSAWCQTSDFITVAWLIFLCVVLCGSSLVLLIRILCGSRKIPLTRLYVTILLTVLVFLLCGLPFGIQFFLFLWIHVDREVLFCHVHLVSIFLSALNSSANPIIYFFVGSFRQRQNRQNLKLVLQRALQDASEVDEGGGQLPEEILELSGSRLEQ
HIF activator – HIF pathway transcriptional activation; U2OS HRE-luciferase reporter, luminescence; normalized: DMSO 0%, desferrioxamine 100%; activation, % at 7.5 µM (by protocol); actives 0.32% (n = 300,000); AID 1910;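 active = mean activation of at least 10% of the iron chelator positive control signal, with at least half of replicates also reaching 10%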
SKKanGAS inh – inhibitors of SKKanGAS S. pyogenes growth in kanamycin (SK-promoter or general growth effect); BacTiter-Glo, 6 h; inhibition, % at 7.5 µM; actives 1.3% (n = 300,000); AID 1662;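 active = mean replicate score, as percent of positive control median, at least 50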;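 note: strain carries kanamycin resistance gene driven by streptokinase promoter and grows in 40 µg/ml kanamycin; loss of luminescence reflects streptokinase promoter inhibition or plain growth inhibition; 0% = median of DMSO wells and 100% = positive control at its reference dose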
IEC-6 cytotox – kills IEC-6 intestinal cells in KLF5 counter-screen | actives 0.78% (n = 290,000) | IEC-6 cytotoxicity, luminescence viability | inhibition, % at 5 µM | AID 1825; in the data active = inhibition above about 22%;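 note: 0% = plate median of test compound wells and 100% = cytotoxic reference compound wells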
Starred values were filed as active, the others as inactive; i = inactive; . = not tested or not shown.

SMILES	TRPC4 potent	TRPC4 block	TRPC6 inh	TRPC6 act	TRPC4 agonist	KLF5 inh	aSyn UTR inh	MrgX1 antag	HIF activator	SKKanGAS inh	IEC-6 cytotox
CCN(CC)CCN(Cc1cc2cc(C)ccc2[nH]c1=O)C(=S)Nc1ccccc1	i	i	i	i	i	14.1	-13.2	i	-0.9	3.2	-4.2
O=C(CSc1cccc(C(F)(F)F)c1)N1CCN(S(=O)(=O)c2ccccc2)CC1	i	i	i	i	i	-18.4	17.9	i	.	2.3	-8.1
COc1ccccc1CN(C(=O)Cc1cccs1)C(C(=O)NC1CCCC1)c1ccncc1 (stereo unspecified)	i	i	i	i	i	14.0	-37.4	i	-0.5	-3.8	-0.8
COC(=O)c1ccc(Sc2ccccc2NS(=O)(=O)c2ccc(NC(C)=O)cc2)nc1	i	i	i	i	i	0.7	-10.1	i	-0.3	1.0	0.4
COc1ccc(CNC(=O)CC(C)S(=O)(=O)c2ccc3c(c2)NC(=O)CO3)cc1 (stereo unspecified)	i	i	i	i	i	-33.2	-2.7	i	0.0	-0.4	0.2
O=C(O)/C=C/C(=O)Nc1ccc(O)cc1	i	i	i	i	i	-5.1	-2.4	i	0.1	7.6	-8.6
COc1ccc(C(=O)COC(=O)/C=C/c2ccc(S(=O)(=O)Nc3cccc(S(N)(=O)=O)c3)cc2)cc1	i	i	i	i	i	-25.8	-12.6	i	-0.3	15.1	-0.8
CCc1ccc(NC(=O)CSc2nc3cc(C(=O)OC)ccc3c(=O)n2Cc2ccco2)cc1	i	i	i	i	i	1.8	-7.3	i	0.0	10.3	3.6
CCOC(=O)C1CCN(C(=O)C2CCCN(S(=O)(=O)c3ccc(OCC)c(Cl)c3)C2)CC1 (stereo unspecified)	i	i	i	i	i	.	22.5	i	-0.1	10.9	.
COc1ccc(OC(=O)c2cn(C)nc2C(F)(F)F)cc1	i	i	i	i	i	-16.3	-15.9	i	-0.2	2.7	5.9
CN(c1ccccc1)c1ccc(/C=c2\s/c(=C(/C#N)C(=O)C(C)(C)C)n(Cc3ccco3)c2=O)cc1	i	i	i	33.3*	i	-10.3	13.8	i	-0.3	7.8	-3.1
Cc1ccc2cc(C#N)c(N3CCCN(C(=O)C4CCCO4)CC3)nc2c1C (stereo unspecified)	i	i	i	i	i	-1.7	13.2	i	0.1	-1.6	8.5
COc1ccccc1Nc1nc(C)cc(C)c1C(N)=O	i	i	i	i	i	-16.1	5.7	i	-0.1	3.6	-2.1
Cc1ccc(NC(=O)N2CCCC2C(=O)NCc2ccc3c(c2)OCO3)cc1 (stereo unspecified)	i	i	i	i	i	8.5	1.5	i	-0.2	1.3	-0.7
CCC(C)Oc1nc2ccccc2nc1NS(=O)(=O)c1ccccc1 (stereo unspecified)	i	i	i	i	i	-2.4	-24.2	i	-1.2	-5.0	-0.6
CCOP(=O)(OCC)c1ccccc1OCP(C)(=O)COc1ccccc1P(=O)(OCC)OCC	i	i	i	i	i	-17.1	5.2	i	-0.6	-0.3	-3.8
CCOC(=O)C1=C(N)OC2=C(C(=O)CCC2)C1c1sccc1C (stereo unspecified)	i	i	i	i	i	14.3	-10.9	i	0.0	0.7	-6.0
CCN(CCCNC(=O)C1CCN(S(=O)(=O)c2c(C)[nH]c(=O)[nH]c2=O)CC1)c1cccc(C)c1	i	i	i	i	i	-26.8	-4.1	i	-0.5	-0.6	-0.9
O=C(COC(=O)CSc1ccc2ccccc2c1)NC1CC1	i	i	i	i	i	-15.7	14.7	i	-0.4	-6.4	-4.4
COc1ccc(C)cc1S(=O)(=O)n1c([N+](=O)[O-])cnc1C	i	i	i	i	i	-35.4	5.6	i	0.5	-2.8	-9.4
O=C(c1c(F)cccc1F)N1CCN(c2ncc(Br)cn2)CC1	i	i	i	i	204*	-18.9	-18.1	i	-13.7	-1.3	-1.1
CC(=O)N1CCc2cc(S(=O)(=O)Nc3ccc(C)cc3C)ccc21	i	i	i	i	i	-15.7	0.6	i	-1.2	-3.4	2.4
Cc1nn(-c2ccc(F)cc2)c(Cl)c1C(=O)N(C)CC(=O)Nc1cccc(F)c1	i	i	i	i	i	.	1.8	i	0.1	-2.6	.
Cc1cc2c(c(=O)n1C)C(Cc1ccccc1)C(C#N)=C(N)O2 (stereo unspecified)	i	i	i	i	i	-47.1	-27.1	i	0.3	13.2	1.5
O=C(CSc1nnc(COc2ccc(Cl)cc2Cl)o1)Nc1ccccn1	i	i	i	i	i	-3.6	-31.8	i	0.0	-3.1	1.4
COc1ccc(C(=O)Nc2ccc(N3CCCC3)cc2)cc1	i	i	i	i	i	-36.6	-29.8	i	-0.3	3.4	5.3
O=C(COC(=O)CCc1c[nH]c2ccccc12)NCc1ccc(Cl)cc1	i	i	i	i	i	-26.8	17.6	i	0.2	-15.1	8.8
O=C(c1ccc(S(=O)(=O)N2CCOCC2)cc1)N1CCN=C1SCc1cccnc1	i	i	i	i	i	-20.6	23.9	i	1.2	-2.5	5.5
CC1=CC(=O)c2ccccc2C1=O	i	i	i	i	i	1.5	9.6	i	0.1	-3.1	5.4
CCc1nc2oc3cc(OC)ccc3c(=O)c2c(=O)n1Cc1ccccc1	i	i	i	i	i	-9.3	-24.1	i	0.2	11.0	1.5

Structures listed so far printed as active in TRPC6 act:
| mol | TRPC4 potent | TRPC4 block | TRPC6 act | KLF5 inh | aSyn UTR inh | MrgX1 antag |
| --- | --- | --- | --- | --- | --- | --- |
| CN(c1ccccc1)c1ccc(/C=c2\s/c(=C(/C#N)C(=O)C(C)(C)C)n(Cc3ccco3)c2=O)cc1 | i | i | 33.3* | -10.3 | 13.8 | i |

Going on with the list.
SMILES	TRPC4 potent	TRPC4 block	TRPC6 inh	TRPC6 act	TRPC4 agonist	KLF5 inh	aSyn UTR inh	MrgX1 antag	HIF activator	SKKanGAS inh	IEC-6 cytotox
CCc1c(C)nc2ncnn2c1N1CCC(C(=O)NCc2cccc(OC)c2)CC1	i	i	i	i	i	-18.5	24.8	i	-0.3	4.0	3.1
C=CCn1c(N)c(C(=O)N2CCN(C)CC2)sc1=S	i	i	i	i	i	9.3	1.8	i	-0.1	2.0	-1.9
N#Cc1ccccc1OCC(=O)NCC(c1cccs1)N1CCOCC1 (stereo unspecified)	i	i	i	i	i	-11.6	5.3	i	-0.5	-5.4	0.6
CCCCc1n[nH]c(=S)n1Cc1ccc(Cl)cc1	i	i	i	i	i	-14.8	14.5	-5.69*	0.0	0.7	-0.8
O=C(NC(Cc1c[nH]c2ccccc12)C(=O)N/N=C/c1ccc(Cl)cc1)c1cccs1 (stereo unspecified)	i	i	i	i	i	3.3	12.4	i	0.0	6.4	4.6
C[C@H](NC(=O)c1nc[nH]c1C(=O)NCCCCCN)C(=O)OC(C)(C)C	i	i	i	i	i	.	16.3	i	1.8	-4.8	.
CN(CC(=O)NCC1CCCO1)S(=O)(=O)c1ccc(Br)cc1 (stereo unspecified)	i	i	i	i	i	-17.3	0.3	i	-0.2	4.4	2.3
COc1ccnc(N=CNOCc2ccc(F)cc2Cl)c1C#N	i	i	i	i	i	-12.4	-56.0	i	1.4	-0.9	-1.7
C=CCN(c1ccccc1)S(=O)(=O)c1cccc(C(=O)NCC(c2ccc(F)cc2)N2CCOCC2)c1 (stereo unspecified)	i	i	i	i	i	.	-1.1	i	-0.4	-3.9	.
CC(=O)Nc1ccc(NC(=O)c2c(C)nc3ccccn23)cc1	i	i	i	i	i	-3.5	-7.9	i	1.4	-3.2	0.3
O=C(c1cccnc1)N1CCN(c2ccc(Cl)cc2)CC1	i	i	i	i	i	11.9	20.9	i	.	-4.6	0.0
C/C(=N\Nc1nc(N2CCOCC2)nc(N2CCOCC2)n1)c1cccc([N+](=O)[O-])c1	i	i	i	i	i	-10.1	-12.2	i	0.0	8.7	-5.0
CC1(C)CC(=O)C2=C(C1)N(CC1CCCO1)C(=O)C2(NC(=O)c1cccnc1)C(F)(F)F (stereo unspecified)	i	i	i	i	i	0.2	0.8	i	-0.5	-2.5	4.4
CC(=O)Nc1ccc(NC(=O)/C=C/c2cccc(C(F)(F)F)c2)cc1	i	i	i	i	i	-9.4	-20.3	i	-35.6	-15.9	-0.4
O=C(COc1ccc2c3c(c(=O)oc2c1)CCC3)NCCCN1CCOCC1	i	i	i	i	i	-8.0	4.8	i	-0.5	-7.0	-3.2
C=CCn1c(=O)c2c3c(sc2n2c(Nc4ccccc4)nnc12)CCCC3	i	i	i	i	i	-16.9	0.2	i	-24.9	36.2	-3.6
CCOC(=O)C(NC(C)=O)(OCc1ccc(F)cc1)C(F)(F)F (stereo unspecified)	i	i	i	i	i	23.8	7.7	i	-0.1	6.1	-1.6
COc1ccccc1/C=C/c1nc(S(=O)(=O)c2ccccc2)c(N2CCC(C(N)=O)CC2)o1	i	i	i	i	i	6.0	38.4	i	-0.1	10.0	3.5
C=C1CCN(c2ccc(C(=O)NCc3ccc(OC)cc3)cc2[N+](=O)[O-])CC1	i	i	i	i	i	.	-11.5	i	0.4	3.3	.
CCOC(=O)C1CCN(C(=O)Cc2ccc(C)cc2)CC1	i	i	i	i	i	-30.8	-28.7	i	0.3	1.4	0.7
COc1ccccc1C(=O)Oc1ccc2ccc(=O)oc2c1	i	i	i	i	i	-12.4	-9.3	i	-0.3	-2.3	4.0

A second format for part of the listing above:
Every second line gives: TRPC4 potent	TRPC4 block	TRPC6 inh	TRPC6 act	TRPC4 agonist	KLF5 inh	aSyn UTR inh	MrgX1 antag	HIF activator	SKKanGAS inh	IEC-6 cytotox
CCOC(=O)C(NC(C)=O)(OCc1ccc(F)cc1)C(F)(F)F (stereo unspecified)
→ i	i	i	i	i	23.8	7.7	i	-0.1	6.1	-1.6
COc1ccccc1/C=C/c1nc(S(=O)(=O)c2ccccc2)c(N2CCC(C(N)=O)CC2)o1
→ i	i	i	i	i	6.0	38.4	i	-0.1	10.0	3.5
C=C1CCN(c2ccc(C(=O)NCc3ccc(OC)cc3)cc2[N+](=O)[O-])CC1
→ i	i	i	i	i	.	-11.5	i	0.4	3.3	.
CCOC(=O)C1CCN(C(=O)Cc2ccc(C)cc2)CC1
→ i	i	i	i	i	-30.8	-28.7	i	0.3	1.4	0.7
COc1ccccc1C(=O)Oc1ccc2ccc(=O)oc2c1
→ i	i	i	i	i	-12.4	-9.3	i	-0.3	-2.3	4.0

Compounds as they come; overall some 5.8% were active at least once.
